H1N1 NS1A inhibition – NS1A inhibition, H1N1 influenza, cell based functional assay (AID 504329). NS1A functional cell-based assay, percent inhibition; higher % means a stronger effect. inhibition, % at 12.5 µM, or IC50 in µM where a hit was titrated. 0.3% of 340,000 active; in the data active = a potency from the dose series; inconclusive = inhibition above about 27% without an active follow-up result; note: strong numbers were not always called active
Salmonella PhoP GFP – Inhibition of PhoP regulon, Salmonella typhi GFP reporter cells, confirmation, 4 h (AID 1850) | Salmonella Typhi PhoP-promoter GFP reporter, fluorescence, 4 h; higher % means a stronger effect | one-dose inhibition, % at 50 µM; IC50 in µM for titrated hits | 0.33% of 310,000 active; in the data active = a potency from the dose series; inconclusive = inhibition mostly from about 25% at the one dose, without a potency; inactive = the rest, 99 in 100 with inhibition below about 19%;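 note: 0% = induced wells with vehicle and 100% = uninduced wells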
M. tuberculosis – growth inhibition of non-replicating M. tuberculosis (AID 488890). Mycobacterium tuberculosis non-replicating, growth inhibition; higher % means a stronger effect. inhibition, % at 25 µM, or IC50 in µM where a hit was titrated. 0.39% of 320,000 active; in the data active = a potency from the dose series; inconclusive = inhibition mostly from about 82% at the one dose, without a potency; inactive = the rest, 99 in 100 with inhibition below about 76%;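 note: plate controls were DMSO cells for no effect and high antibiotic wells for full effect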
H37Rv inhibition – M. tuberculosis growth inhibition, HTS (AID 449762); one-dose inhibition, % at 25 µM; IC50 in µM for titrated hits; M. tuberculosis H37Rv growth inhibition, 7H9 media; higher % means a stronger effect; 0.59% of 330,000 active; in the data active = a potency from the dose series; inconclusive = inhibition above about 70% without an active follow-up result;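 note: bacterial growth assessed after seven days of incubation; strong numbers were not always called active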
VEEV TC-83 Vero – inhibitors of VEEV TC-83 cytopathic effect, confirmation, Vero cells (AID 588727); Vero cells, VEEV TC-83 cytopathic effect inhibition; higher % means a stronger effect; inhibition, % at 20 µM, or IC50 in µM where a hit was titrated; 0.13% of 350,000 active; in the data active = a potency from the dose series; inconclusive = inhibition mostly from about 14% at the one dose, without a potency; inactive = the rest, 99 in 100 with inhibition below about 12%; note: strong numbers were not always called active
VEEV TC-83 Vero 10K pilot screen – second read-out of VEEV TC-83 Vero, no call of its own (marks repeat the call); inhibition, %; measured here: 10K pilot screen inhibition
* hit, by the source's call; i = inactive; ? = inconclusive; · = no result given.

SMILES	H1N1 NS1A inhibition	Salmonella PhoP GFP	M. tuberculosis	H37Rv inhibition	VEEV TC-83 Vero	others
CC(=O)c1c(C)[nH]c(C(=O)COC(=O)CCNS(=O)(=O)c2ccc(C)c(C)c2)c1C	1%	·	-3%	-6%	7.3%
Cc1ccc(/C=N/NC(=O)c2cc3ccccc3cc2O)o1	0%	4%	?	1%	5.5%
Cc1onc(-c2ccccc2Cl)c1C(=O)NCc1ccc(S(N)(=O)=O)cc1	-3%	0%	-1%	-7%	0.9%
Cc1cc(C)nc(-n2nc(C)cc2NC(=O)CN2CCCC(C)C2)n1 (stereo not given)	-7%	7%	50%	-2%	i
CCOC(=O)c1cccc(NC(=O)c2cncc(Br)c2)c1	18%	0%	8%	-8%	0.7%
Cc1ccc(C(=O)Nc2cccc(C(=O)O)c2)cc1	·	-4%	9%	6%	·
CCOc1cccc(/C=C2\NC(=S)N(c3ccccc3)C2=O)c1O	-6%	-4%	12%	2%	2.5%
Cc1[nH]c2ccc(OCc3ccccc3)cc2c1CCN	16%	23%	16%	-2%	i
O=C(COC(=O)c1ccccc1NC(=O)c1ccco1)Nc1ccc2c(c1)OCO2	8%	7%	-2%	4%	1.7%
CC1Oc2ccccc2N(Cc2cccnc2)C1=O (stereo not given)	8%	6%	6%	-7%	i
O=C(NCC1CC1)c1onc(CSc2ccc(F)c(F)c2)c1C(=O)NCC1CC1	-9%	-8%	-17%	4%	0.2%
CCOc1ccc2nc(SCC)[nH]c2c1	-6%	3%	0%	-2%	1.6%

The final 2 records of the section above lead into the next:
SMILES	H1N1 NS1A inhibition	Salmonella PhoP GFP	M. tuberculosis	H37Rv inhibition	VEEV TC-83 Vero	others
O=C(NCC1CC1)c1onc(CSc2ccc(F)c(F)c2)c1C(=O)NCC1CC1	-9%	-8%	-17%	4%	0.2%
CCOc1ccc2nc(SCC)[nH]c2c1	-6%	3%	0%	-2%	1.6%
Cc1cc(C)n(-c2nc3ccccc3nc2NCCc2ccccc2)n1	-22%	-5%	8%	-1%	0.3%
COc1cccc(/C=N/Nc2ncnc3c2ncn3Cc2ccccc2)c1O	4%	0%	-14%	8%	8.5%
CC(=O)N1CN(C2CCCC2)Cc2c1sc1c2CCCC1	-28%	-3%	15%	-7%	1.0%
COc1ccc(C)cc1NC(=O)COC(=O)C1CC1	2%	-2%	74%	2%	2.2%	VEEV TC-83 Vero 10K pilot screen=0.8
O=C(NCCO)c1ccc(Cl)c(Cl)c1	2%	-5%	-12%	-7%	1.9%
CCCn1c(=O)[nH]c(=O)c2c1nc(-c1ccc(C(F)(F)F)cc1)n2CCOC	3%	5%	12%	1%	1.3%
CC1CCN(c2nc3ccc(C(=O)O)cc3s2)CC1	5%	3%	20%	3%	0.2%
Cc1nc2ccccc2n1CC(=O)N/N=C/c1cccs1	4%	1%	-11%	4%	0.7%
Cc1ccc(OS(=O)(=O)c2ccccc2)c(/C=N/N=C2\NC(=O)C(C)S2)c1 (stereo not given)	14%	9%	·	3%	7.5%
C=CCc1cc(/C=C2/NC(=O)NC2=O)cc(OCC)c1O	-5%	6%	-5%	-1%	2.4%
CC(C)(C)c1ccc(OCC(O)CN2CCN(c3ccccn3)CC2)cc1 (stereo not given)	-1%	0%	27%	34%	4.5%
CCC(CC)N1CCN(CC2CC=CCC2)CC1 (stereo not given)	19%	-17%	-8%	5%	0.3%
CCCC(C(=O)OCCN(CC)CC)(c1ccccc1)c1ccccc1	-2%	1%	28%	0%	0.6%
O=S(=O)(c1ccc(-c2ccon2)s1)N1CCOCC1	-20%	-19%	1%	3%	i
CCn1c(C)nc2cc(S(=O)(=O)Nc3ccc(C)cc3)ccc21	-3%	6%	15%	7%	3.8%
Nc1cc2c(cc1Br)[nH]c(=O)c1ccccc12	2%	·	·	·	13%
N#C/C(=C\c1cccs1)c1nc2ccccc2[nH]1	-7%	-17%	16%	-5%	1.7%
CC(NCC(=O)NCC(=O)Nc1ccc(F)cc1)c1cccc(C(F)(F)F)c1 (stereo not given)	-1%	·	3%	-7%	0.9%
COCC(=O)NCCNc1nc2ccc(C)cc2cc1C	1%	17%	-10%	1%	1.0%
Oc1ccc2nnc3c(Br)cnn3c2c1	-2%	-53%	20%	-1%	0.5%
COc1ccc(NC(=S)Nc2ncccc2C)cc1OC	1%	9%	16%	67%	8.7%
Cc1ccc(NC(=O)Cc2cn(C)c3ccccc23)cc1F	-10%	-11%	69%	4%	1.6%	VEEV TC-83 Vero 10K pilot screen=2.3
COc1ccc(CCNC(=S)NC(=O)c2cc(OC)c(OC)c(OC)c2)cc1OC	4%	-1%	2%	1%	0.8%
CCOC(=O)c1c(-n2cnnn2)sc(C)c1C	2%	-8%	11%	-24%	i
COc1cccc(-c2csc(N3CCN(C(=S)NCC(C)C)CC3)n2)c1	1%	-1%	43%	?	0.1%
Cn1cc(S(=O)(=O)N2CCCC2)cc1C(=O)NCc1ccccc1	-2%	-7%	-2%	-7%	0.7%
Cc1ccc2c(c1)C1CN(C)CCC1N2Sc1ccccc1[N+](=O)[O-] (stereo not given)	-7%	44µM*	80%	24%	0.5%
CCOC(=O)N1CCC(=NNC(=O)c2ccc(O)cc2)CC1	-8%	-27%	24%	-2%	1.0%
CCCCN(Cc1ccccc1)c1ncnc2nc[nH]c12	-5%	0%	44%	-5%	1.5%
COc1ccc(S(=O)(=O)N2CCN(CCC(=O)Nc3ccc(F)cc3)CC2)cc1	-3%	-1%	3%	0%	0.8%
Cc1ccc(S(=O)(=O)CCCS(=O)(=O)c2ccc(C)cc2)cc1	-7%	-1%	6%	3%	1.9%
Cc1ccc(-n2ncc3c(=O)n(CC(=O)NCc4ccco4)cnc32)cc1	9%	-8%	-2%	-9%	5.6%
COc1ccccc1NS(=O)(=O)c1cc(NC(C)=O)ccc1N1CCCCC1	9%	-9%	22%	-6%	0.9%
CCn1c(CSCc2c(Cl)cccc2Cl)n[nH]c1=S	-1%	-1%	0%	10%	2.3%
O=C1C=C(c2ccc3c(c2)OCO3)C[C@@H](c2ccc3c(c2)OCO3)C1	7%	·	-17%	-6%	1.0%
CCOC(=O)c1sc(=NC(=O)c2cccc(OC)c2)n(C)c1C	2%	-6%	1%	2%	0.5%
CCCCn1nc(NC(=O)COC)c2cc3cc(OC)ccc3nc21	-40%	-6%	11%	10%	11%
Cc1cccc(C)c1NC(=O)COC(=O)CN1C(=O)C2CCCCC2C1=O (stereo not given)	-7%	·	-1%	-8%	0.8%
OCCCc1cn(Cc2ccccc2)c2ccccc12	-23%	-5%	15%	6%	0.8%
COc1cccc(C(=O)Nc2cccnc2)c1	-4%	2%	-20%	0%	1.0%
COC(CNc1cc(=O)oc2ccccc12)OC	10%	-5%	-4%	-7%	0.9%
CC(=O)Nc1ccccc1C(=O)N1CCN(Cc2ccccc2)CC1	-5%	7%	-2%	3%	0.4%
CCCCn1c(N)c(N(CC(C)C)C(=O)C2=NN(c3cc(C)ccc3C)C(=O)CC2)c(=O)[nH]c1=O	1%	-5%	8%	11%	1.1%
CCOc1nc2cnccc2n(CC(=O)Nc2ccc(C)c(C)c2)c1=O	0%	2%	1%	0%	3.4%
Cc1ccc(NC(=O)c2noc(C(C)C)c2[N+](=O)[O-])cc1	-14%	-2%	i	0%	0.7%
Cc1ccccc1C(=O)c1cn[nH]c1-c1ccccc1O	0%	-5%	-8%	-8%	1.0%
COc1ccc(CCNC(=O)c2cc3sc(Cl)cc3n2C)cc1OC	18%	-22%	·	22%	7.2%
N#CCSc1nnc(-c2c[nH]c3ccccc23)o1	-2%	-10%	4%	-3%	4.0%
COC(=O)Cn1nnc(-c2cccc(OC)c2)n1	-3%	1%	9%	-9%	i
C#CCOCCOCCOCCNc1nc(N2CCN(C(=O)[C@H](Cc3ccc(O)cc3)n3cc([C@@H](N)C(C)CC)nn3)CC2)nc(N2CCN(C(=O)[C@H](Cc3cc4ccccc4[nH]3)n3cc([C@@H](N)CC(C)C)nn3)CC2)n1 (stereo not given in full)	·	11%	?	?	·
CCc1ccc(NC(=O)c2ccc(NC(=O)C3CCCO3)cc2)cc1 (stereo not given)	-3%	10%	32%	61%	2.4%
CC(=O)NS(=O)(=O)c1ccc(NC(=S)NC(=O)COc2ccccc2C)cc1	6%	-7%	-20%	6%	0.1%
Cc1ccc(C(=O)NCc2cccnc2)cc1S(=O)(=O)N1CCCCCC1	-8%	-1%	-2%	-15%	2.8%
O=C1C(c2ccnc3ccccc23)=C(O)c2ccccc21	8%	-13%	11%	5%	6.9%
CC(C)Cc1nnc(NC(=O)C2CC(=O)N(Cc3ccccc3)C2)s1 (stereo not given)	-1%	-1%	-4%	-3%	1.9%
O=C(O)CCCn1c(=O)[nH]c2ccccc2c1=O	0%	-6%	-22%	-2%	2.3%
Cc1ccc(S(=O)(=O)Oc2ccc(C3C4=C(CCCC4=O)N(CCC(=O)O)C4=C3C(=O)CCC4)cc2Cl)cc1	-9%	-4%	-6%	1%	0.7%
O=P(/C(=N/O)Sc1ccccc1)(N1CCOCC1)N1CCOCC1	-11%	5%	48%	-14%	i
COc1ccc(OC)c(C2=NOC(C(=O)N3CCC4(CC3)OCCO4)C2)c1 (stereo not given)	0%	-3%	3%	1%	1.2%
Cc1ccc(NC(=O)C2Cc3ccccc3CN2C(=O)c2ccco2)cc1S(=O)(=O)N(C)C (stereo not given)	3%	8%	7%	-4%	3.5%

Arranged by SMILES length (falling): some entries from above.
SMILES	H1N1 NS1A inhibition	Salmonella PhoP GFP	M. tuberculosis	H37Rv inhibition	VEEV TC-83 Vero	others
Cc1ccc(S(=O)(=O)Oc2ccc(C3C4=C(CCCC4=O)N(CCC(=O)O)C4=C3C(=O)CCC4)cc2Cl)cc1	-9%	-4%	-6%	1%	0.7%
Cc1ccc(NC(=O)C2Cc3ccccc3CN2C(=O)c2ccco2)cc1S(=O)(=O)N(C)C (stereo not given)	3%	8%	7%	-4%	3.5%
Cc1ccc(C(=O)NCc2cccnc2)cc1S(=O)(=O)N1CCCCCC1	-8%	-1%	-2%	-15%	2.8%
O=P(/C(=N/O)Sc1ccccc1)(N1CCOCC1)N1CCOCC1	-11%	5%	48%	-14%	i
O=C1C(c2ccnc3ccccc23)=C(O)c2ccccc21	8%	-13%	11%	5%	6.9%

Carrying on:
SMILES	H1N1 NS1A inhibition	Salmonella PhoP GFP	M. tuberculosis	H37Rv inhibition	VEEV TC-83 Vero	others
Cn1c(SCC(=O)C(C)(C)C)nnc1-c1ccc(F)cc1	4%	-15%	?	1%	2.3%
COc1ccc(C(=O)NC2(C(F)(F)F)NC(=O)N(CCCc3ccccc3)C2=O)cc1OC (stereo not given)	-1%	-10%	22%	-4%	1.0%
O=C(CSc1nnc(Cc2cccs2)n1-c1ccc(Cl)cc1)NCc1ccc2c(c1)OCO2	1%	10%	32%	-10%	5.8%
Cc1nc(SCC(=O)NC2CCCCC2C)c(C#N)c(C)c1C (stereo not given)	0%	·	·	2%	7.5%
Cc1c(Cc2ccccc2)c(=O)oc2cc(OC(=O)c3ccccc3)ccc12	-2%	0%	28%	-3%	i
CC[C@]12c3[nH]c4ccc(OC)cc4c3CCN1C(=O)C(CC(=O)NCC13CC4CC(CC(C4)C1)C3)C[C@@H]2C(=O)N1CCN(C(=O)c2ccco2)CC1 (stereo not given in full)	14%	·	·	·	i
CC(C)(C)N1[C@@H](CC(=O)O)c2cc(C(F)(F)F)ccc2S1(=O)=O	-13%	-4%	4%	-3%	2.1%
Cc1nn(CC(=O)NCCc2cccs2)c(=O)c2cc3ccccc3n12	4%	-4%	-3%	-2%	i
Cc1cc(C)cc(-n2ccnc2SCC(=O)c2c(N)n(C3CC3)c(=O)[nH]c2=O)c1	-8%	·	19%	-8%	2.1%
O=C(CN1CCCC1)NCC1(c2ccccc2)CCOCC1	-2%	1%	-6%	-7%	0.3%
COc1ccc(C(=O)N2CCN(CCNC(=O)C(=O)Nc3ccc(Br)cc3)CC2)cc1	-10%	-1%	-7%	0%	1.3%
Cn1ccc(CC(=O)N2CCC(N3CCC(C(=O)N4CCCC4)CC3)CC2)c1	-7%	11%	13%	1%	5.5%
CC1=CC(C#N)(C#N)C(C#N)(C#N)C(c2ccccc2)N1 (stereo not given)	·	-10%	-7%	-3%	·
CN1CCN(CC#CCC(O)(c2ccccc2)c2ccccc2)CC1	-26%	7%	8%	-10%	0.4%
C=CCC[C@@H](Cc1ccc(F)cc1)C(=O)OC[C@@H](NC(=O)[C@H](CC=C)CC(=O)N(CCO)Cc1ccccc1)c1ccccc1	13%	·	27%	3%	1.4%
CCO[C@@H]1OC(C(=O)N2CCN(Cc3ccc4c(c3)OCO4)CC2)=C[C@H](C2CCCCC2)[C@H]1CCCO	10%	5%	31%	5%	0.2%
CC1=CC(C)(C)N=C(Nc2nc(C)c3cc(C)cc(C)c3n2)N1	-3%	20%	76%	46%	?

High-throughput results: PubChem BioAssay, Southern Research Specialized Biocontainment Screening Center
